Assay outcomes as filed in PubChem.
FBPA coupling cs: coupling enzyme interference in Giardia aldolase counter-screen; coupling enzyme system counterscreen, AmpLite Red fluorescence; activity change, negative = inhibition, % at 58.2 µM, hits read low; 290,000 tested, 0.67% active; in the data active = activity change below about -30%; note: % is set by controls: 0 for no effect and ±100 for the full control effect
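Activity here indicates interference with the coupling reaction, not aldolase inhibition. Compounds at 57.5 uM final met coupling enzymes for 10 min at RT; substrate and AmpLite Red detection followed, with a 525/598 nm fluorescence read after 20 min.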
B2AR arrestin: agonists driving beta-arrestin recruitment to human beta2-adrenergic receptor; P07550; beta-arrestin recruitment to beta2AR, cell-based reporter; 330,000 tested, 0.02% active; Potency, µM (titrated, usually from 46.1 µM), inactives show at the highest dose activation, actives largely listed as activators;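 note: potency is the fitted concentration of half-maximal effect; 0% = DMSO controls and full agonism = EC100 isoproterenol or metaproterenol; nearly all actives have a fitted effect of over 65% in size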
PTAP TSG101 blk: blocks PTAP/TSG101 interaction to inhibit HIV-1 budding; Q99816; 340,000 tested, under 10 active; Fluorescence polarization, FITC-PTAP peptide / Tsg101 binding; Potency, µM (series often up to 115 µM), for the others: at the highest dose activity change, negative = inhibition, actives largely listed as inhibitors; AID 493005; active = well fitted inhibition curve with a large enough effect in the main read-out, with a control signal flat, not every such curve was filed as active; inconclusive = small, poorly fitted or top-dose-only effect, or effect the other way, or a change in a side signal; inactive = no such curve, though single readings can be large or run the other way; note: potency is the fitted concentration of half-maximal effect; % of control where 0% means no effect
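Compounds were pin-transferred onto Tsg101 binding domain (10 uM final) in HEPES pH 7.5 buffer, then FITC-PTAP peptide was added at 50 nM final. After 20 min at RT, polarization reported peptide displacement across a qHTS concentration series.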
Menin-MLL TR inh: menin-MLL binding inhibition, Texas Red mutant peptide; O00255; Menin + Texas Red MLL mutant peptide, fluorescence polarization; Potency, µM (series often up to 61.6 µM), for the others: at the top dose FP activity change, negative = inhibition, most hits filed as inhibitors; 270,000 tested, 0.23% active; AID 1768; active = well fitted inhibition curve with a large enough effect in the polarisation, with a control signal flat, not every such curve was filed as active; inconclusive = small, poorly fitted or top-dose-only effect, or effect the other way, or a change in a side signal; inactive = no such curve, though single readings can be large or run the other way; the % refers to the polarisation; note: potency is the fitted concentration of half-maximal effect; % of control where 0% means no effect; many of its hits are not listed in these tables
PKM2 act: increases activity of human pyruvate kinase M2 | P14618 | purified PKM2, Kinase-Glo ATP luminescence, activation; response scale: 0% is enzyme alone, no compound | Potency, µM (doses to about 57.5 µM), inactives show top-dose activation, actives largely listed as activators | 260,000 tested, 0.34% active; note: potency is the fitted concentration of half-maximal effect; % is set by controls: 0 for no effect and ±100 for the full control effect; nearly all actives have a fitted effect of over 55% in size
Target sequence (P14618 whole entry, looked up): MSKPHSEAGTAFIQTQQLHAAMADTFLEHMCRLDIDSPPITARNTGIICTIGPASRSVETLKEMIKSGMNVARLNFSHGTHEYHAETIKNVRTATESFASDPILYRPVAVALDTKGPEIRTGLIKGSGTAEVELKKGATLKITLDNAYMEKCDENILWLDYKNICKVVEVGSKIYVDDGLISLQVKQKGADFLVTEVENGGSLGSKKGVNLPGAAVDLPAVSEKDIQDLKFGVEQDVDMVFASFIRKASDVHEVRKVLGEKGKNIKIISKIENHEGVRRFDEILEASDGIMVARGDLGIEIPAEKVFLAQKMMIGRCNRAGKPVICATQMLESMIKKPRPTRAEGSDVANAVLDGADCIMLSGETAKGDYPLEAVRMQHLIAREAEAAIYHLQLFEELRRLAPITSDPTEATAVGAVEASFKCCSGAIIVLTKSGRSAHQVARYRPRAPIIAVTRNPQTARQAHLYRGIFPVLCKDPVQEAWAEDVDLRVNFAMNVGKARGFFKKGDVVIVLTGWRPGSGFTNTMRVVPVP
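hPK-M2, >95% pure; 0.1 mM ADP / 0.5 mM PEP final; imidazole pH7.2 buffer w/ 7 mM MgCl2, 50 mM KCl; 1 h RT; Kinase-Glo lum. Intermediate enzyme activity for dual inhibitor/activator qHTS.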
Tb PFK block: T. brucei PFK enzyme inhibition; O15648; T. brucei PFK, ADP-Glo luminescence; Potency, µM (highest dose often 57.5 µM), without a hit: at the highest dose activity, negative = inhibition, hits mostly inhibitors; 330,000 tested, 0.17% active; AID 485367;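 note: potency is the fitted concentration of half-maximal effect; 0% = uninhibited 1x PFK enzyme wells and -100% = no-enzyme wells; nearly all actives have a fitted effect of over 60% in size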
Target sequence (O15648 whole entry, looked up): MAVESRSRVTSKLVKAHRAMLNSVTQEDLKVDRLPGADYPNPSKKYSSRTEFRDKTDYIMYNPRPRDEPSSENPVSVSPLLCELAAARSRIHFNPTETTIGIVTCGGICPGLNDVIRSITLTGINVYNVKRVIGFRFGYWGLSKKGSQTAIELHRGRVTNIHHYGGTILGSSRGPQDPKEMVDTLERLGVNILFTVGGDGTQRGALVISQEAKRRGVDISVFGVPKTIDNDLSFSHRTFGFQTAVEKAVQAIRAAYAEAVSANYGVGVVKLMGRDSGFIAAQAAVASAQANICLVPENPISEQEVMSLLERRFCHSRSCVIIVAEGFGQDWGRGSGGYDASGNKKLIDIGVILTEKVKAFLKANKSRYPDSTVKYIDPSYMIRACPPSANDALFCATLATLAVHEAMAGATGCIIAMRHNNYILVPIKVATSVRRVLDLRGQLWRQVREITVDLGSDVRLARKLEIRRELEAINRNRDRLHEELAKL
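PFK 1.25 nM, F6P 0.5 mM, ATP 0.1 mM, 0.1 M TEA pH 8.0, 5 mM MgCl2, 0.01% Tween20, 0.1% BSA; 45 min RT. ADP-Glo readout. qHTS titration up to 57 uM; curves fitted, compounds curve-classed.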
Giardia kill: Giardia lamblia killing. activity change, % at 7.66 µM, hits read low. 340,000 tested, 0.15% active. Giardia lamblia trophozoite viability. AID 540267; in the data active = activity change below about -80%; inconclusive = between about -30% and that limit;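 note: parasites exposed to compound for two days anaerobically before the ATP read; % is set by controls: 0 for no effect and ±100 for the full control effect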
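Viability, read as ATP luminescence: trophozoites at 100 cells/well, compound added, 48 hrs anaerobic at 37 deg C, then 15-30 min room-temperature development before reading.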
GALK inh: galactokinase (human) inhibition. P51570. Potency, µM (series often up to 57.5 µM), inactives show at the highest dose activity change, negative = inhibition, most hits filed as inhibitors. 270,000 tested, 0.007% active. AID 1868. Purified GALK, Kinase-Glo residual ATP luminescence; note: potency is the fitted concentration of half-maximal effect; % is set by controls: 0 for no effect and ±100 for the full control effect
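GALK at 5 nM final was combined with compound, 35 uM ATP and 100 uM galactose in HEPES pH8.0 with MgCl2 and DTT. The reaction ran one hour at room temperature before luminescent ATP detection.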
a7 integrin act: activators of alpha7 integrin expression for muscular dystrophy; alpha7betagal myoblasts, beta-gal FDG fluorescence, 48 h; Potency, µM (top dose mostly 38.3 µM), without a hit: at the highest dose activation, most hits filed as activators; 350,000 tested, 0.064% active;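 note: potency is the fitted concentration of half-maximal effect; 100% = response of the positive control SU9516; nearly all actives have a fitted effect of over 60% in size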
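Alpha7betagal+/- myoblasts (passage 13) were plated 16-24 hr, then exposed to compounds (1:260 dilution of DMSO stock) for 48 hours at 37C. After MPER lysis, β-galactosidase reporter activity was read as FDG fluorescence (ex 480/em 540) after 30 minutes.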
BCR signal inh: inhibitors of chronic active B-cell receptor signaling | ABC-DLBCL IkBa-CBG/CBR reporter, luminescence ratio, 4 h | Potency, µM (doses to about 46.1 µM), for inactives: at the highest dose ratio change, negative = lower green/red ratio, actives largely listed as inhibitors | 340,000 tested, 0.05% active; active = well fitted inhibition curve with a large enough effect in the signal ratio, with a control signal flat, not every such curve was filed as active; inconclusive = small, poorly fitted or top-dose-only effect, or effect the other way, or a change in a side signal; the % refers to the signal ratio;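 note: potency is the fitted concentration of half-maximal effect; plate controls were basal doxycycline-induced cells for no effect and cells given 10 µM MG132 for full effect; MG132 reads +100%, hits lower the ratio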
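Cell line TMD8 (human ABC DLBCL), stably expressing tet-inducible CBG68-IkBa fusion and CBR; IMDM/0.5% FBS; cpd up to 46 uM; dox induction, 4 h, 37C/5% CO2; dual luminescence; green/red ratio; MG132 control.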
ASM inhibitor: blocks human secretory acid sphingomyelinase | 340,000 tested, 0.006% active | Potency, µM (titrated, usually from 57.5 µM), without a hit: at the highest dose activity change, negative = inhibition, usual class: inhibitors | P17405 | placental ASM, HMU-PC fluorogenic substrate, 60 min | AID 504937; note: potency is the fitted concentration of half-maximal effect
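Fluorogenic HMU-PC substrate (9 uM final) is turned over by placental ASM in 60 min at 37 C after a 10 min compound preincubation. Reaction ended by alkaline stop (pH 10), with fluorescence read at 386/447 nm.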
An asterisk follows results filed as active; ? = inconclusive; . = no result given; [ ] = remark or other dose. Unless noted, calls come from the whole dose curve; as a rule, active = well fitted curve in the direction sought with a large enough effect; inconclusive = small, poorly fitted or top-dose-only effect, or another doubt; inactive = no such curve, though single readings can be large; an effect the other way counts as inactive or inconclusive.

The opening 2 compounds (preview)
SMILES | FBPA coupling cs | B2AR arrestin | PTAP TSG101 blk | Menin-MLL TR inh | PKM2 act | Tb PFK block | Giardia kill | GALK inh | a7 integrin act | BCR signal inh | ASM inhibitor
Cc1cccc(-n2c(-c3ccc([N+](=O)[O-])cc3)nc3ccccc3c2=O)c1 | -1.2 | -0.7% | -6.4% | 2.5% | -1.1% | 4.0% | 16.9 | 1.6% | ? | 8.8% | -2.1%
COc1ccccc1-n1c(-c2ccco2)n[nH]c1=S | -2.0 | -0.2% | 0.6% | 33.6%[activator] | . | -26.1% | -12.3 | 2.2% | -13.5% | 3.3% | -0.5%

Results, from the first entry:
SMILES | FBPA coupling cs | B2AR arrestin | PTAP TSG101 blk | Menin-MLL TR inh | PKM2 act | Tb PFK block | Giardia kill | GALK inh | a7 integrin act | BCR signal inh | ASM inhibitor
Cc1cccc(-n2c(-c3ccc([N+](=O)[O-])cc3)nc3ccccc3c2=O)c1 | -1.2 | -0.7% | -6.4% | 2.5% | -1.1% | 4.0% | 16.9 | 1.6% | ? | 8.8% | -2.1%
COc1ccccc1-n1c(-c2ccco2)n[nH]c1=S | -2.0 | -0.2% | 0.6% | 33.6%[activator] | . | -26.1% | -12.3 | 2.2% | -13.5% | 3.3% | -0.5%
CNP1(NC)=Nc2nn(-c3ccccc3)c(N)c2C(c2ccccc2)=N1 | 0.4 | 0.0% | -9.1% | 1.2% | -3.9% | -0.1% | -1.5 | 0.4% | 7.5% | ? | 3.1%
CCNC(=S)N1CCn2cccc2C1c1cccnc1 (centres undefined) | 0.9 | -0.8% | -11.2% | 6.1% | 2.5% | 2.0% | 6.6 | -0.3% | 14.8% | -1.1% | -2.1%
COc1ccc(OC)c(C2C(C#N)=C(N)Oc3c2c(C)nn3-c2ccc(C)cc2)c1 (centres undefined) | 2.7 | -0.1% | -5.3% | 48.8%[activator] | 4.3% | 12.7% | -8.8 | -0.4% | 22.1% | 16.9% | 6.7%
CCCOC(=O)c1ccc(-[n+]2c(-c3ccccc3)cc(-c3ccccc3)cc2-c2ccccc2)cc1 | . | 0.0% | -4.5% | . | . | -5.4% | 8.2 | . | -37.9% | ? | -6.6%
CC(=NCC1CCCO1)c1c(O)n(-c2ccccc2C)c(=O)[nH]c1=O (centres undefined) | -0.5 | -1.0% | 1.5% | . | -0.4% | 2.1% | 4.1 | -4.7% | -5.2% | 4.6% | -1.8%
Cc1cc(O)c2c(c1)OC(C)(C)C1=C2CC(C)CC1 (centres undefined) | -7.3 | -1.1% | 2.1% | ? | 2.1% | 0.0% | -5.1 | -4.8% | -33.2% | ? | -4.9%
C=CCc1c(C)nc(C)nc1N/N=C/c1ccc(N(C)C)cc1 | -0.1 | -0.8% | -1.3% | 0.6% | -4.1% | -7.9% | 3.2 | 0.2% | -3.1% | ? | 211.2%[activator]
COC(=O)C1=C(c2ccc(F)cc2OCc2ccccc2)C[C@@H]2CC[C@H]1N2C(=O)NCCCOC(C)C | . | -0.7% | . | . | . | -2.8% | 10.0 | . | -7.4% | ? | 1.4%
CC(C)Cn1cc(C(=O)N2CCC3(CC2)OCCO3)c2c3ccccc3n(C)c2c1=O | 0.3 | 0.5% | -4.6% | -14.8% | -0.7% | 3.4% | -2.9 | -1.1% | -0.7% | 0.3% | 7.0%
Nc1cc(Cl)c2nonc2c1[N+](=O)[O-] | -15.3 | 0.1% | -3.5% | 29.0% | 0.9% | -4.0% | -22.5 | -10.3% | -54.4%[inhibitor] | ? | -1.4%
CCCCCn1c(=O)c(C(=O)NC(C)c2ccccc2)c(O)c2ccccc21 (centres undefined) | -1.2 | -0.3% | 0.3% | 1.0% | -1.2%[11.5 µM] | -11.0% | 20.3 | 8.8% | -6.0% | ? | -5.5%
CCN(CC)C(=O)Oc1ccc(NC(=O)N2CCOCC2)cc1 | -2.9 | -0.1% | -1.8% | 3.1% | -3.6% | -5.2% | 28.8 | 1.4% | ? | 3.8% | 5.3%
Cn1c(O)c(C(=N)COc2cccc(Cl)c2)c(=O)n(C)c1=O | 6.0 | 0.4% | -3.4% | 4.9% | -3.0% | -4.5% | -15.6 | -0.6% | 1.4% | -0.6% | 0.1%
COC(=O)C1=C(c2cccc(OCc3ccccc3)c2)C[C@@H]2CC[C@H]1N2C(=O)NCCOc1ccccc1Cl | . | 0.4% | -4.1% | . | . | 7.7% | 1.7 | . | -16.4% | -2.0% | -3.8%
Cc1cccc(CCNCc2cc3ccc(C)cc3[nH]c2=O)c1 | 1.1 | 0.3% | -1.2% | ? | -1.4%[11.5 µM] | 0.7% | -2.3 | -0.9% | ? | ? | 20.8%
O=C(COc1ccccc1Cl)N1CCCC(N2CCN(c3ccc(F)cc3)CC2)C1 (centres undefined) | . | 0.1% | -0.3% | . | . | 1.0% | -20.5 | 5.5% | -35.0% | -6.7% | 0.7%
COC(=O)C1=C(c2ccc(F)cc2F)C[C@@H]2CC[C@H]1N2C(=O)NCc1ccco1 | . | -0.6% | -2.4% | . | . | 14.6% | 3.1 | . | 16.4% | 0.4% | -1.0%
Cc1c(CC(=O)N2C[C@H]3C[C@@H](C2)c2cccc(=O)n2C3)c(=O)oc2c(C)c(O)ccc12 | -3.9 | -0.1% | -2.7% | 4.4% | 11.7% | -4.0% | 18.7 | . | 9.9% | 15.0% | .
Cc1ccc(-n2c(O)c(C=Nc3ccc(S(N)(=O)=O)cc3)c(=O)[nH]c2=O)cc1 | 0.0 | -0.1% | -0.5% | -10.2% | -3.4% | 0.3% | -7.6 | -2.1% | 0.0% | ? | 2.7%
CN(C)C(Cc1ccccc1)C(=O)c1ccc(-c2ccccc2)cc1 (centres undefined) | -1.6 | 0.0% | 1.4% | 1.1% | -3.9% | 2.0% | 6.4 | -0.6% | -29.3% | 10.9% | -2.4%
CN(C)C1(CNC(=O)c2ccc(NS(=O)(=O)c3ccc(Cl)c(Cl)c3)cc2)CCCCC1 | . | -0.1% | -0.4% | . | . | -0.6% | 15.9 | . | 24.2% | -1.5% | -0.7%
C=CCn1c(O)c(C(CC)=Nc2cccc(C(=O)O)c2)c(=O)[nH]c1=O | 3.9 | 0.8% | 0.7% | . | -1.3% | 1.1% | 2.7 | 11.8% | 4.8% | -2.8% | 3.5%
CCSc1nnc(C(N)Cc2ccccc2)o1 (centres undefined) | 1.0 | -0.6% | -1.7% | 31.2%[activator] | -4.2% | -3.0% | -24.7 | 2.7% | 0.8% | 1.6% | 4.0%
O=C1CCCN1C(=O)c1cncc(Br)c1 | 5.2 | -0.9% | -1.5% | -1.9% | 4.9% | 1.9% | 14.2 | 1.5% | -0.3% | 1.6% | 1.8%
CCC(=O)OC1(c2ccccc2)C(C)CN(C)CC1C (centres undefined) | 2.4 | -0.6% | -5.0% | -15.7% | -5.3% | -1.9% | -20.7 | 5.6% | 3.6% | -3.3% | 3.9%
CCOC(=O)C1(c2ccccc2)CCN(CCC(=O)Nc2ccc(F)cc2)CC1 | . | -0.1% | -2.5% | . | . | -2.5% | 9.9 | . | -40.5% | -1.8% | 4.9%
COc1ccccc1OCC(=O)N1CCN(Cc2ccc3c(c2)OCO3)CC1 | 0.9 | -0.4% | 3.2% | -10.1% | -1.4% | -5.3% | 2.0 | 5.3% | -3.9% | ? | 1.5%
COc1ccc(C2SCC(=O)Nc3c2c(C)nn3-c2ccccc2)cc1OC (centres undefined) | 6.7 | -0.5% | -3.5% | 1.3% | 3.2% | 0.7% | -10.0 | -2.7% | -2.6% | 1.4% | 0.3%
O=C(/C=C/c1ccccc1)NCCc1cnc[nH]1 | -1.6 | -1.1% | -6.8% | -5.0% | -12.1% | -14.3% | 26.7 | 4.4% | 34.0% | ? | 1.0%
CC(=O)C1C(=O)NC23CCCCC2C1c1ccccc1O3 (centres undefined) | -0.4 | -0.1% | -7.1% | -9.8% | 2.0% | 0.5% | -18.1 | -4.5% | 24.7% | 11.2% | -12.6%
CCOC(=O)C(O)(c1ccc(NC(=O)NC)cc1)C(F)(F)F (centres undefined) | 0.6 | 0.3% | -2.8% | . | -1.2% | 1.5% | 29.4 | -0.9% | 24.8% | -7.4% | -0.6%
Cc1ccc2[nH]c(C)c(CCNC(=O)c3cc4cc([N+](=O)[O-])ccc4oc3=O)c2c1 | 0.6 | -0.7% | -3.7% | ? | 0.8% | -3.5% | -4.0 | -3.1% | 29.4% | 4.9% | -5.7%

This is a subset; the hit share may differ from the screen's.
